High-throughput results deposited in PubChem by several laboratories.
L major viab: reduces viability of Leishmania major promastigotes; resazurin fluorescence viability; inhibition, % at 10 µM; hit rate 9% among 200,000; AID 1063; in the data active = inhibition above about 50%;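 note: promastigotes grown with compound for 44 hours at 28 °C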
PMI act satM6P: PMI (human) activation, high substrate | P34949 | activation factor at 20 µM | hit rate 0.34% among 190,000 | coupled PMI enzyme assay, resazurin fluorescence, 20 min; hits give high values; 1 = untreated enzyme, 0 = substrate-free blank | AID 1216;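 active = activation factor of 2 or more at 20 µM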
Target sequence (P34949 whole entry, looked up): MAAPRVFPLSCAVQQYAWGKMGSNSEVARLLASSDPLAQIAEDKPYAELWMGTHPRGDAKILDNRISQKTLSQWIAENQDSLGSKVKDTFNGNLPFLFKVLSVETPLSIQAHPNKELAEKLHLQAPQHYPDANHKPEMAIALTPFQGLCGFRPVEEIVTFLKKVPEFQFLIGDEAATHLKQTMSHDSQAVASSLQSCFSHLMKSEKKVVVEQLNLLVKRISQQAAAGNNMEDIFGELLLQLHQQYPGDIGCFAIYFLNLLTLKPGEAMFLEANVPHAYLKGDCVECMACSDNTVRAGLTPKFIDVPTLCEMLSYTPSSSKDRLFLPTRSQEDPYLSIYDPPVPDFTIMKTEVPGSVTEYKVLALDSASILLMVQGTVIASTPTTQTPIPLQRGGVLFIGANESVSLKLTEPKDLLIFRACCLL
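Material: human phosphomannose isomerase with PGI, G6PDH, diaphorase coupling enzymes; amount: PMI at 15 ng/mL final; also added: Mannose-6-phosphate 1.0 mM (near-saturating) plus 0.22 mM NADP+; incubation: enzyme reaction with compound 20 min at room temperature; signal: resorufin fluorescence (Ex 544/Em 590 nm) from resazurin via diaphorase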
bIAP inh: intestinal alkaline phosphatase (bovine) inhibition. purified bovine IAP, CDP-star luminescence, 30 min. inhibition, % at 20 µM. 190,000 tested, under 10 active. AID 1019;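 active = over 50% inhibition of intestinal alkaline phosphatase at 20 µM in the single-dose screen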
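test system = bovine IAP enzyme | medium = DEA buffer 100 mM, pH 9.8, with MgCl2 1.0 mM, ZnCl2 0.02 mM | detection = luminescence | dosing = single compound dose of 20 µM, 2% DMSO final | incubation = 30 min reaction at room temperature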
bIAP activator: increases bovine intestinal alkaline phosphatase activity. purified bovine IAP, CDP-star luminescence, 30 min; hits give high values; fold of DMSO-control signal, blank-subtracted. activation factor at 20 µM. hit rate 0.17% among 200,000. AID 1016;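 active = activation factor of 2 or more at 20 µM, a signal rise over negative controls twice the positive control's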
PMI activator: activators of human phosphomannose isomerase | AID 1214 | hit rate 0.005% among 190,000 | P34949 | purified human PMI, coupled resazurin fluorescence, 20 min; hits give high values; 1 = vehicle control, 0 substrate-free wells | activation factor at 20 µM;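 active = activation factor of 2 or more at 20 µM, relative to plate controls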
TNAP inh noacc: blocks human TNAP activity with no phosphate acceptor present. hit rate 0.26% among 200,000. inhibition, % at 20 µM. purified TNAP, CDP-star luminescence, 30 min. AID 1012;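 active = tissue-nonspecific alkaline phosphatase inhibition above about 50% at 20 µM in the single-dose screen, limit read from the data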;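 note: 0% = DMSO negative control and 100% = EDTA positive control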
Target sequence (P05186 whole entry, looked up): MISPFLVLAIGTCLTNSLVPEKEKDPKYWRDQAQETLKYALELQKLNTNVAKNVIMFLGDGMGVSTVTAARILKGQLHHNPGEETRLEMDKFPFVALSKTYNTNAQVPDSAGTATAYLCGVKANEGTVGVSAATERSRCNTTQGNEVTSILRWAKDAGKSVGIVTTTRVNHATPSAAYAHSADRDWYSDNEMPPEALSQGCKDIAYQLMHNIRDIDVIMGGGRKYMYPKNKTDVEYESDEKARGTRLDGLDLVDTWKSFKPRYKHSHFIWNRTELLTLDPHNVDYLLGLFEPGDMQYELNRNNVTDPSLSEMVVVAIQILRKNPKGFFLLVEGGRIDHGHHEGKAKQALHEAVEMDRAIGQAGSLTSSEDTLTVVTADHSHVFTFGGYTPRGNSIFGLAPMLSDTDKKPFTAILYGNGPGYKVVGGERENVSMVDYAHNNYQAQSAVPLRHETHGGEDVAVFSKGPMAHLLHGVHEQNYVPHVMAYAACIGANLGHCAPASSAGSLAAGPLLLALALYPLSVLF
TNAP inh hi DEA: TNAP (human) inhibition, high acceptor; inhibition, % at 20 µM; hit rate 0.03% among 200,000; P05186; purified TNAP, CDP-star luminescence, 1 M DEA;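 active = over 50% inhibition of tissue-nonspecific alkaline phosphatase at 20 µM in the single-dose screen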;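 note: plate controls were DMSO wells for no effect and EDTA-quenched wells as full inhibition for full effect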
Diaph act CS: diaphorase activation or chemical reduction counter-screen. Diaphorase/resazurin coupled assay, resorufin fluorescence, 16 min; hits give high values; 1 = vehicle wells, 0 = NADH-free wells. activation factor at 20 µM. hit rate 0.005% among 190,000. AID 1229;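 active = diaphorase activity raised at least twofold by the compound at 20 µM; inactive = activation factor below 2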
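Material: Purified diaphorase enzyme from Clostridium kluyveri | Buffer or medium: 50 mM HEPES pH 7.4 with 4.542 mM MgCl2, 0.005% Tween 20 | Times: 16 min enzyme reaction, ambient temperature | Signal: Red resorufin fluorescence at 544/590 nm excitation/emission | Measure: Increased resorufin signal from activators or reducing compounds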
TNAP act hi DEA: activators of human TNAP at high phosphate acceptor concentration; activation factor at 20 µM; P05186; purified TNAP, CDP-star luminescence, 1 M DEA, 30 min; hits give high values; 0 = EDTA background, 1 = DMSO-only activity; 200,000 tested, under 10 active; AID 1136;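 active = activation factor at least 2 at 20 µM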
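Assay system: human TNAP; Input: enzyme diluted 1/800 final; Reagent: CDP-star luminogenic substrate at 100 µM final; Timing: 30 min, room temperature; Signal: luminescence; Evaluation: TNAP activation factor scaled between EDTA and DMSO control wells.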
Diaphorase inh: inhibits diaphorase or chemically oxidizes, flagging diaphorase assay artifacts; diaphorase resazurin-to-resorufin fluorescence, NADH, 16 min; bacterial (C. kluyveri) enzyme, not human; inhibition, % at 20 µM; hit rate 0.69% among 190,000;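 active = primary screen inhibition at 20 µM above a set limit, cut at about 50% in these data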;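 note: plate controls were DMSO with full reaction for no effect and wells lacking NADH for full effect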
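Detection: fluorescence of resorufin formed from resazurin, Ex 544/Em 590 nm; test system: Clostridium kluyveri diaphorase enzyme; amount: 0.14 U/mL diaphorase, enzyme working solution; times: 16-min room-temperature incubation before reading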
Starred values were filed as active, the others as inactive; . = no result given.

SMILES	L major viab	PMI act satM6P	bIAP inh	bIAP activator	PMI activator	TNAP inh noacc	TNAP inh hi DEA	Diaph act CS	TNAP act hi DEA	Diaphorase inh
O=C(COc1ccc2c3c(c(=O)oc2c1)CCC3)NC1CCCCC1	-1	1	-3	1	1	-18	-10	1	1.1	-4
CCC(C)NC(=O)c1cn(-c2cccc(C)n2)cn1 (centres undefined)	-2	1	5	0.9	1.1	-12	-4	1	1	2
C/C(=N\NC(=O)CCc1ccc(S(=O)(=O)N2CCOCC2)cc1)c1ccc(Br)cc1	5	0.9	16	0.8	0.9	-7	-1	0.8	1	21
Cn1c(-c2cccs2)[n+](C)c2ccccc21	1	0.7	-12	1.1	1	-4	-7	0.8	1.1	18
COc1ccccc1C(OC(=O)c1cccs1)C(=O)NCC1CCCO1 (centres undefined)	1	1	-11	1.1	1	-5	0	0.9	1	6
N#Cc1cc2c(=O)n3ccccc3nc2n(CCN2CCOCC2)c1=O	.	0.9	1	1	1	-5	-1	0.9	1	6
COc1ccc2[nH]c(=O)c(CN(C(=O)C3CCCO3)c3ccc(C)cc3)cc2c1 (centres undefined)	-2	0.5	5	0.9	0.9	-8	-9	0.8	1.1	19
CCn1c(CC(=O)Nc2ccccc2OC)nnc1SCC(=O)Nc1ccccc1F	-11	0.9	-7	1.1	1	1	5	0.9	1	12
CC(C)N(C(=O)c1ccc2nc(-c3ccccc3)c(-c3ccccc3)nc2c1)C(C)C	9	0.9	10	0.9	0.8	-4	1	0.9	1	14
C[n+]1ccc(CC2C(=[N+]([O-])[O-])C=Nc3ncnn32)cc1 (centres undefined)	-7	1	14	0.9	1.1	3	8	0.9	0.9	5
N/C(=N\c1nc2ccccc2o1)NC(=O)c1ccccc1NC(=O)c1ccccc1	5	1	4	1	1	0	-3	1	1	-2
Cc1cn(S(=O)(=O)c2ccc(Br)c3ccccc23)cn1	-3	0.9	10	0.9	0.9	8	0	0.8	1	19

Ordered by number of heavy atoms (lowest first): some entries from above.
SMILES	L major viab	PMI act satM6P	bIAP inh	bIAP activator	PMI activator	TNAP inh noacc	TNAP inh hi DEA	Diaph act CS	TNAP act hi DEA	Diaphorase inh
CCC(C)NC(=O)c1cn(-c2cccc(C)n2)cn1 (centres undefined)	-2	1	5	0.9	1.1	-12	-4	1	1	2
COc1ccc2[nH]c(=O)c(CN(C(=O)C3CCCO3)c3ccc(C)cc3)cc2c1 (centres undefined)	-2	0.5	5	0.9	0.9	-8	-9	0.8	1.1	19
CCn1c(CC(=O)Nc2ccccc2OC)nnc1SCC(=O)Nc1ccccc1F	-11	0.9	-7	1.1	1	1	5	0.9	1	12

Next section.
SMILES	L major viab	PMI act satM6P	bIAP inh	bIAP activator	PMI activator	TNAP inh noacc	TNAP inh hi DEA	Diaph act CS	TNAP act hi DEA	Diaphorase inh
O=S(=O)(Nc1cccc(C(F)(F)F)c1)c1cccnc1	-8	0.8	-2	1	0.8	-8	-6	0.8	1.1	23
COC(=O)Cn1c(=NC(=O)c2cc(OC)cc(OC)c2)sc2cc(OC)ccc21	-1	1	4	1	1	-9	-4	1	1	-1
CC(C)(C)NC(=O)NC(=O)CSc1n[nH]c(-c2ccccc2Br)n1	1	1.1	0	1	1.1	40	-4	1	1	4
NNC(=O)CNC(c1ccccc1)c1cc(Br)ccc1NC(=O)c1ccc(Br)cc1 (centres undefined)	8	1	23	0.8	0.8	-14	1	0.9	1	12
COc1ccc2nc(Nc3ccccc3)sc2c1	21	1	20	0.8	1	-7	-1	0.9	1	8
CCN(CC)C(=O)c1cn(CC)c(=O)c2cc(OC)c(OC)cc12	-1	1	-4	1	1	1	-3	1	1	3
CCOc1ccc(OCC)c(NC(=O)C2CCCN(S(=O)(=O)c3cnc[nH]3)C2)c1 (centres undefined)	-5	1	-6	1.1	1	-8	-2	0.9	1	15
CSc1ccccc1C(=O)C1CCCN(C(=O)CCc2cccnc2)C1 (centres undefined)	-2	0.9	-8	1.1	0.9	-4	-3	0.8	1	23
Oc1ccc(-c2nc3ccc4ccccc4c3c3c2CCC3)cc1O	25	1.1	-1	1	0.7	50*	21	0.7	0.8	33
COCc1nnc(NC(=O)CCCCCN2C(=O)c3ccccc3C2=O)s1	0	0.9	1	1	0.8	-12	0	0.8	1	21
CCOc1ccccc1NC(=S)NCc1ccco1	6	1	8	0.9	0.9	-9	-4	0.9	1	12
CC(C)CNCC(=O)N1c2ccccc2Sc2ccccc21	-2	1	-7	1.1	1.1	-7	-2	1	1	5
Cc1nnc(NC(=O)C2CCCN(S(=O)(=O)c3ccccc3C(F)(F)F)C2)s1 (centres undefined)	-1	0.9	2	1	0.9	-4	-1	0.8	1	21
N#C/C(=N\Nc1ccccc1F)c1nc(-c2ccccc2)cs1	-5	1.1	42	0.6	1.1	-2	1	1	1	3
Cc1cccc(NC(=O)CN2C(=O)S/C(=C\c3ccccn3)C2=O)c1	-1	1	6	0.9	1.1	-19	-4	1.1	1	-7
CCOC(=O)c1c(C)[nH]c(C(=O)OCC(=O)N2CC(C)OC(C)C2)c1C (centres undefined)	-3	1.1	4	1	1	0	-2	0.9	1	7
CC1(C)CC(=O)C(C=NCCO)=C(O)C1	-8	1	7	0.9	0.9	-12	-4	0.8	1	18
O=C(Nc1nc(-c2ccc(F)cc2)cs1)c1cnccn1	-4	1.1	1	1	1	-6	1	0.9	1	6
COc1ccc(C)c2sc(=NC(=O)c3ccccc3)n(C)c12	5	0.9	19	0.8	0.9	-9	2	0.9	1	13
CC12COC3(C(=O)Nc4ccc5ccccc5c4)CC1CCC32C (centres undefined)	21	0.7	-17	1.2	0.8	-2	-5	1	1	0
O=C1CCOc2cc(OCc3ccccc3)ccc21	-6	0.9	3	1	0.9	-5	0	0.9	1	10
O=C(Nc1ccc(C(F)(F)F)cc1)c1csc(-c2ccncc2)n1	7	0.9	1	1	0.9	-11	-6	0.9	1.1	15
CCN1C(=O)c2cccc3c(NC(=O)c4cccc(N5C(=O)CCC5=O)c4)ccc1c23	-3	0.6	5	0.9	0.8	-23	-1	0.8	1	24
Cc1cc(C)cc(N(C(C)C(=O)NCCC2=CCCCC2)S(C)(=O)=O)c1 (centres undefined)	19	1	-13	1.1	1	-8	-1	1	1	1

Only PMI activator (three entries from above):
structure | PMI activator
CC1(C)CC(=O)C(C=NCCO)=C(O)C1 | 0.9
O=C(Nc1nc(-c2ccc(F)cc2)cs1)c1cnccn1 | 1
COc1ccc(C)c2sc(=NC(=O)c3ccccc3)n(C)c12 | 0.9

Following part
SMILES	L major viab	PMI act satM6P	bIAP inh	bIAP activator	PMI activator	TNAP inh noacc	TNAP inh hi DEA	Diaph act CS	TNAP act hi DEA	Diaphorase inh
COc1ccc(-n2c(Cc3cccn3C)nnc2SCC(=O)Nc2ccccc2C)cc1	4	0.9	-5	1.1	0.9	-10	-2	0.8	1	24
O=C(Nc1ccccc1)Nc1cc([N+](=O)[O-])ccc1F	5	0.9	5	1	0.9	-13	0	0.8	1	23
COc1ccc(-c2nc(SCC(=O)NC3CCCC3)c(-c3ccc(OC)cc3)[nH]2)cc1	48	1	-5	1.1	1	-12	-1	1	1	-2
CCN(CC)C(=O)CN(c1ccc(F)c(Cl)c1)S(C)(=O)=O	0	1.1	2	1	1.1	-4	-2	1	1	2
CCOc1ccc(-c2nnc3sc(COc4ccc(C)cc4)nn23)cc1	-5	1	3	1	1	3	-5	1	1.1	-4
Cc1ccc(NS(=O)(=O)c2ccc(C3CCCCC3)cc2)cc1	13	0.8	15	0.8	0.8	-6	-4	0.8	1	22
Cc1nn2c(-c3ccncc3)ccnc2c1Cl	-5	1	-16	1.2	1.1	-7	5	1	1	-1
Cc1ccnc(NC(=O)COc2ccc3oc4c(c3c2)CCCC4)c1	-13	0.8	5	0.9	0.9	-8	-2	0.7	1	26
CCCC(=O)C1=C(O)C(C(=O)OC)C(C)(C)CC1=NC (centres undefined)	-5	0.9	2	1	1	-12	-3	0.9	1	8
O=C(c1ccc(S(=O)(=O)Cc2cc(F)ccc2F)c([N+](=O)[O-])c1)N1CCCC1	18	0.9	3	1	1.1	-13	-2	0.9	1	14
COc1ccccc1C(=O)N1CCN=C1SC	4	0.9	-1	1	1	-6	-3	0.9	1	8
Cc1sc(N(C(=O)CCc2ccccc2)c2ccc(C(=O)O)cc2)nc1-c1ccccc1	10	0.9	0	1	0.9	0	-1	0.7	1	25
COC(CNC(=O)c1ccc(N2CCC3(CC2)OCCO3)c([N+](=O)[O-])c1)OC	60*	0.8	-10	1.1	0.9	-30	5	0.9	1	5
CCC(CC)c1nnc(NC(=O)c2ccco2)s1	-5	0.9	-1	1	0.9	-6	-2	0.8	1	21
O=C(O)C1CC(=O)N(CCc2c[nH]c3ccccc23)C1 (centres undefined)	-5	0.9	2	1	1	-7	0	0.9	1	13
Cc1occc1C(=O)NC(C)C12CC3CC(CC(C3)C1)C2 (centres undefined)	1	0.9	3	1	0.9	-10	-4	0.8	1	18
Cc1cc(Cl)cc(Cl)c1OCCCCN(C)C	86*	1	-1	1	1	-4	-3	0.8	1	15
COc1ccc([N+](=O)[O-])cc1N(CC(=O)Nc1ccccc1C(=O)NC(C)C)S(C)(=O)=O	-1	1.1	0	1	1	-5	-1	0.9	1	7
COc1ccc(C(F)(F)F)cc1NC(=O)c1nc2nc(C)cc(C(F)F)n2n1	-2	0.9	4	1	0.8	-4	4	0.9	1	12
O=c1c2ccccc2ncn1-c1cccc(Cl)c1	-3	1.1	14	0.9	1	-8	-1	0.9	1	10
O=C(Nc1ccc(S(=O)(=O)N2CCCC2)cc1)C1COc2ccccc2O1 (centres undefined)	-2	1	8	0.9	1	-7	-1	1	1	-2
O=c1c(-c2nnc(SCc3ccc(Cl)cc3Cl)o2)cccn1Cc1ccccc1	4	0.9	2	1	0.9	-1	-2	0.9	1	13
Cc1onc(-c2ccccc2)c1C(N)=O	-4	0.9	9	0.9	0.9	-3	0	0.9	1	10
O=C(C1=C[C@H](c2ccccc2)C[C@H](OCCCCO)O1)N1CCOCC1	-8	1	3	1	1	-4	-6	0.9	1.1	8
CCOC(=O)C(=O)N(Nc1ccccc1C)c1ccccc1C	-1	.	-4	1	.	-4	0	.	1	.
Cc1cc(NC(=O)c2cc(-c3ccc(C)c(C)c3)nc3ccccc23)no1	-1	0.9	32	0.7	0.9	-5	-4	0.7	1	30

Structural class: those above containing a cyano group (two)
SMILES	L major viab	PMI act satM6P	bIAP inh	bIAP activator	PMI activator	TNAP inh noacc	TNAP inh hi DEA	Diaph act CS	TNAP act hi DEA	Diaphorase inh
N#Cc1cc2c(=O)n3ccccc3nc2n(CCN2CCOCC2)c1=O	.	0.9	1	1	1	-5	-1	0.9	1	6
N#C/C(=N\Nc1ccccc1F)c1nc(-c2ccccc2)cs1	-5	1.1	42	0.6	1.1	-2	1	1	1	3
